Bioassay records deposited in PubChem by several laboratories.
Tat transport: E. coli Tat export inhibitors, primary screen, MC4100, TorA-mCherry reporter, fluorescence, single point | inhibition, % at 10 µM | hit rate 0.036% among 340,000;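 active means mean replicate inhibition at least 50% and at least half of replicates individually reaching 50%; inconclusive means only one of the two criteria met; inactive means neither criterion met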;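 further: exported cargo escapes ClpAP degradation while cytoplasmic cargo is degraded and loses fluorescence; 0% = median of neutral control wells and 100% = median of NaSCN control wells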
PfHsp90 yeast 2: growth inhibition of PfHsp90-expressing yeast, primary screen, antimalarial PfHsp90 inhibitor project, S. cerevisiae, BacTiter-Glo luminescence, single point, set 2. BacTiter-Glo ATP, 48 h; yeast lacking PDR1 and PDR3 efflux regulators. inhibition, % at 9.4 µM. hit rate 0.32% among 310,000;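 active means every replicate shows inhibition above about 80%, whatever the replicate mean, limit read from the data; inconclusive means mean inhibition reaches the set limit but some replicate falls short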;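 further: 0% = DMSO neutral controls and 100% = 20 µM radicicol positive controls; yeast relying on Plasmodium falciparum Hsp90 in place of its own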
PvdQ acylase: P. aeruginosa PvdQ acylase inhibitors, primary screen, biochemical, fluorescence, plate reader and imaging, single point; PvdQ acylase [Pseudomonas aeruginosa LESB58]; purified PvdQ acylase; inhibition, % at 10 µM; hit rate 0.063% among 340,000; AID 488965, 2010; in the data active means inhibition above about 30%, passing the limit was not always enough; inconclusive means no clear call, values can overlap the other calls;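 further: 0% = vehicle neutral wells and 100% = reference inhibitor wells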
Rtt109 HAT inh: inhibitors of C. albicans Rtt109/Vps75 HAT, primary screen, biochemical, ThioGlo CoA-SH fluorescence, plate reader. hit rate 0.16% among 330,000. Histone acetyltransferase RTT109 (Candida albicans (strain SC5314 / ATCC MYA-2876)), …. AID 540336, 2011. inhibition, % at 34.9 µM. purified Rtt109/Vps75, 4 h;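 active means inhibition of at least 50% in every replicate; inconclusive means best replicate reaches 50% inhibition but some replicates fall short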
Target sequence (Q5AAJ8 whole entry, looked up): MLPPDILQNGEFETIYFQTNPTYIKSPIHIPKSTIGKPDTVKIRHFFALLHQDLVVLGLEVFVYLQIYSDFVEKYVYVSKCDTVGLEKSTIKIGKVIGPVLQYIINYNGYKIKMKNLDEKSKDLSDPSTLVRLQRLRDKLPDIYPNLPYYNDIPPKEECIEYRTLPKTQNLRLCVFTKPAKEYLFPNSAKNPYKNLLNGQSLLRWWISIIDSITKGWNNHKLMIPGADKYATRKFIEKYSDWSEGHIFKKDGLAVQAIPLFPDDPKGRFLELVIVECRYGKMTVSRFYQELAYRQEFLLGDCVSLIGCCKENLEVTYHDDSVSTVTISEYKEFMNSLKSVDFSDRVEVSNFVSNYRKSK
DAGLB inh: DAGLB lipase inhibitors, primary screen, biochemical, fluorescence, HTS. inhibition, % at 5.17 µM. AID 504411, 2011. HEK293T DAGLB membrane lysate, EnzChek fluorogenic substrate. Diacylglycerol lipase-beta (Homo sapiens), Q8NCG7. hit rate 0.059% among 340,000; in the data active means inhibition above about 34%;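 further: 0% = enzyme with vehicle and 100% = wells lacking enzyme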
Target sequence (Q8NCG7 whole entry, looked up): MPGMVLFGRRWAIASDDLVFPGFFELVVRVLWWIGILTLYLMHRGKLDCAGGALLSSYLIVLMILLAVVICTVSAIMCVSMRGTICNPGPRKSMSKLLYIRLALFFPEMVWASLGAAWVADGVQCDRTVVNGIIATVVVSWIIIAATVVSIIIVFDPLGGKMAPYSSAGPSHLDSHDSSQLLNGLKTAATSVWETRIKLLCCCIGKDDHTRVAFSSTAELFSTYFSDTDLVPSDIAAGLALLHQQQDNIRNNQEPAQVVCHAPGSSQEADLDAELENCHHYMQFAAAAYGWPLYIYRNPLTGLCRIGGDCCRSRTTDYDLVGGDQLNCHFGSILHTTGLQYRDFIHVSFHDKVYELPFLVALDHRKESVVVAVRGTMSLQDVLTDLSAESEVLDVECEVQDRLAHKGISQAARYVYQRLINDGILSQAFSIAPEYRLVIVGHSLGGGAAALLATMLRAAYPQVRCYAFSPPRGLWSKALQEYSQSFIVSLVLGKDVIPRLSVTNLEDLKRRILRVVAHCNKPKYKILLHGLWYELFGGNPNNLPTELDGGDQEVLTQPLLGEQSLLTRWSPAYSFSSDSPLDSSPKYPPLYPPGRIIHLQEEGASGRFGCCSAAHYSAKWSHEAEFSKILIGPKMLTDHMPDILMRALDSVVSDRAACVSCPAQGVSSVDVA
Wnt act: Wnt/beta-catenin pathway activators, primary screen, cell-based, plate reader, single point | activation, % at 9.35 µM | Wnt/beta-catenin reporter cell assay, activator | hit rate 1.2% among 300,000; in the data active means activation above about 30%, passing the limit was not always enough; inconclusive means no clear call, values can overlap the other calls;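 further: 0% = neutral control wells and 100% = positive control wells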
phage Ecoli inh: growth loss of phage-infected E. coli, primary screen, RecBCD inhibitor project, absorbance, with phage, HTS; hit rate 0.26% among 360,000; inhibition, % at 11.9 µM; AID 651602, 2012; in the data active means inhibition above about 11%
AddAB inh: growth inhibition of E. coli expressing H. pylori AddAB, primary screen, AddAB inhibitor project, absorbance. AID 435030, 2010. hit rate 0.29% among 330,000. inhibition, % at 11.9 µM; in the data active means inhibition above about 12%;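 further: 0% = vehicle wells of infected cells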
Ecoli viability: E. coli V3065 growth inhibition, primary screen, counter-screen for AddAB inhibitor project, absorbance, OD600; 18 h; inhibition, % at 11.9 µM; AID 449728, 2010; hit rate 0.27% among 330,000;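 active means inhibition above the campaign's mean inhibition across all tested compounds plus 3 SD, cut at about 9.9% in these data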;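 further: uninfected addAB+ strain grown without phage in ampicillin broth; 0% = DMSO wells and 100% = ciprofloxacin 0.95 µg/ml wells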
CAL PDZ inh: CAL PDZ peptide-binding inhibitors, primary screen, biochemical, fluorescence polarization, Cer-tagged CAL PDZ, HTS. inhibition, % at 20 µM. Golgi-associated PDZ and coiled-coil motif-containing protein (Homo sapiens), Q9HD26. hit rate 0.02% among 330,000. AID 504414, 2011. purified CAL PDZ, TMR-peptide fluorescence polarization, 1 h;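 active means highest replicate inhibition of at least 40%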;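 further: plate controls were DMSO neutral control wells for no effect and unlabeled competitor peptide control wells for full effect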
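Test system: tagged CAL PDZ domain / Buffer or medium: sodium phosphate/NaCl buffer pH 7.4 with TCEP, IgG, Thesit / Reagent: TMR-labelled reporter peptide T*-PRC34 bound in PDZ groove / Compound dosing: single point, 20 µM / Schedule: 1 h incubation at room temperature before polarization reading / Technique: fluorescence polarization (mP) / Benchmarks: unlabelled peptide, DMSO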
* marks the source's active call; other numbers are inactive results; ? = inconclusive; / = not tested or not shown.

SMILES	Tat transport	PfHsp90 yeast 2	PvdQ acylase	Rtt109 HAT inh	DAGLB inh	Wnt act	phage Ecoli inh	AddAB inh	Ecoli viability	CAL PDZ inh
CC1(C)Oc2ccc(C(=O)NC3CCCCC3)cc2N(CC#N)C1=O	-9	-5	-14	16	-1	1	1.8	0.4	0.4	0.8
CC(C)(C)c1nc(NCCN2CCOCC2)c2nnn(Cc3ccccc3Cl)c2n1	-7	25	0	-6	0	-1	-0.2	-1.6	-3.1	-0.9
O=C(CSc1ncn[nH]1)N1N=C(c2ccc(Cl)cc2)CC1c1ccco1 (stereo unspecified)	8	-12	-17	11	-2	0	4.6	2.5	3.1	-7.5
Cc1ccc(S(=O)(=O)/N=C(/Sc2ccccc2C(=O)O)c2ccccc2)cc1	1	-20	3	-6	1	0	-1.1	1.6	-1.5	0.2
C#CCOCCOCCOCCNc1nc(N2CCN(C(=O)CCCCCCCCCCNC(=O)[C@@H](CCC(=O)O)n3cc(CCCCCN)nn3)CC2)nc(N2CCN(C(=O)CCCCCCCCCCNC(=O)[C@H](CCCCN)n3cc(C[C@@H](C)CC)nn3)CC2)n1	?	-26	-9	14	7	/	/	2.4	-0.4	-0.6
Cc1sc(NC(=O)CN2CCOCC2)nc1-c1ccc2c(c1)CCN2S(=O)(=O)c1ccccc1	-3	-10	8	0	3	0	-2.2	-1.0	-2.2	-0.8
COc1ccc(C(=O)CSc2nnc(-c3ccc(C)cc3)o2)cc1	-5	/	9	-3	-5	/	3.1	0.3	0.2	-2.8
Cc1cnc(CN(C)C(=O)c2cc(COc3c(F)cccc3F)on2)[nH]1	0	-12	-9	1	0	-1	2.3	2.2	0.1	-2.0
C=C[C@H](Cc1ccccc1)N(Cc1ccccc1)S(=O)(=O)N(Cc1ccccc1)[C@H](C=C)Cc1ccccc1	-1	7	-10	-24	-4	-11	2.9	1.4	0.8	-1.1
CC(C)OC(=O)c1ccc(NCc2cc(O)ccc2O)cc1	-2	87*	-18	2	-3	-10	3.3	/	/	-1.0
COc1ccc(-c2ccc3c(c2)O/C(=C\c2ccsc2)C3=O)cn1	-5	-10	-8	-3	-2	11	1.0	-0.9	-2.3	1.9
COc1ccc(C2=NN(S(=O)(=O)c3ccccc3)C(c3ccccc3)C2)cc1 (stereo unspecified)	4	-22	1	-1	-4	4	3.4	-0.8	0.5	-1.8
COc1cc2ccccc2cc1C(=O)N1CCOCC1	8	-15	5	-5	1	-1	1.5	-2.4	-0.8	1.6
CCOc1cc(/C=N/n2c(C)nnc2C)ccc1O	-3	-20	-13	0	4	0	1.2	-1.3	-1.3	-0.7
Cc1cccc(OCCCN2CCCCCC2)c1	-3	-47	19	4	1	/	0.8	4.7	0.7	-0.1
CN1CCN(/N=C/c2ccc(C#N)cc2)CC1	-1	2	-7	-11	2	-4	5.3	3.9	1.3	-0.7
O=C(NCCCc1ccc(F)cc1)C1CCC(=O)N(CC2CCCCC2)C1 (stereo unspecified)	0	4	3	22	0	-3	4.8	0.1	1.4	-3.2
CCCCNC(=O)CNC(=S)N(Cc1ccccc1)Cc1cccnc1	8	4	-6	-2	3	-1	1.8	-2.0	-2.1	-2.5
CC(=O)Oc1c(Sc2ccccc2[N+](=O)[O-])c(C)nn1C(C)(C)C	-1	/	3	-6	-3	1	-0.4	0.2	-0.9	-2.1
O=C(NCc1cccnc1)c1ccc(CN2CCc3ccccc3C2)cc1	-10	20	-16	0	1	/	2.7	-0.9	-0.6	/
CC1CCCC(C)N1C(=O)Cn1c(=O)sc2ccccc21 (stereo unspecified)	7	8	-9	-13	-2	-3	1.4	2.7	-1.0	-0.1
NS(=O)(=O)c1ccc(CCNC(=O)CSc2nc3ccccc3c(=O)n2CCN2CCOCC2)cc1	-9	-35	-5	4	0	-4	1.4	3.6	0.9	-0.7
COc1cccc(-c2ccc(=O)n(CC(=O)Nc3ccc(C(=O)N4CCCC4)cc3)n2)c1	5	-18	-7	-3	1	-5	1.5	0.8	-1.6	-4.5
O=C(CN(Cc1ccco1)C(=O)c1nsc(Cl)c1Cl)NC1CCCCC1	-2	9	1	6	-2	-1	-0.6	-1.8	-2.2	0.7
COc1ccc([C@@H]2C[C@H](c3ccccc3)Oc3cc(C)cc(C)c32)cc1	-2	-17	-20	0	-16	-7	1.7	/	/	0.2
COCCNC(=O)C(=O)N/N=C/c1ccc(C(=O)OC)cc1	1	-9	-14	0	1	-2	5.4	0.1	-2.9	-2.6
CN(C(=O)CSc1cn(CC(=O)N2CCOCC2)c2ccccc12)c1ccccc1	7	-16	-9	-6	-2	-4	1.1	3.0	-3.0	-0.7
COC(=O)C1C(=O)C2=C(CC1C)NC(C)=C(C(=O)OCCOc1ccccc1)C2c1ccc(C)o1 (stereo unspecified)	-1	/	-6	6	-2	-1	0.6	4.0	-0.2	-2.2
CCOC(=O)N1CCN(C(=O)CNC(=O)c2ccc(Cl)cc2)CC1	-1	-14	4	-10	-2	-1	-1.5	3.4	1.3	-1.4
CCOC(=O)CCCCC(=O)NC(CO)C(=O)NC (stereo unspecified)	12	3	-17	-6	0	-1	0.9	3.4	2.1	-1.4
NC(=O)C1CCN(C(=O)N2c3ccccc3Sc3ccccc32)CC1	0	-19	-11	4	6	-2	1.0	-0.8	-2.7	-0.4
CCc1ccc(NC(=O)CN2C(=O)COc3ccc(S(=O)(=O)N4CCCC4)cc32)cc1	10	13	-10	14	1	-2	2.2	1.3	-1.3	-1.9
CCCCN(S(=O)(=O)c1ccccc1)S(=O)(=O)c1ccccc1	2	5	-8	-5	-10	-2	-0.5	0.6	-0.2	-0.5
CCOc1ccc(Oc2c(/C=N/NC(C)=O)c(C)nn2-c2ccccc2)cc1	-2	-7	4	10	-2	/	-0.1	5.0	1.6	-1.4
CCN1CCc2nc3ccccc3c(C(=O)Nc3ccc(NC(C)=O)cc3)c2C1	4	-25	-8	-6	0	1	3.2	1.8	-2.4	-1.5
CCOc1ccc(OCC)c(NC(=O)CCn2cccc2)c1	1	5	-13	-2	-3	/	5.2	0.7	1.2	0.0
CCOC(=O)c1nn(-c2ccccc2F)c(C)c1C(C)=O	-4	0	11	-8	-2	/	1.5	-2.7	1.5	-1.1
Cc1ccc(NC(=S)NCc2ccccc2)c(C)c1	5	18	-11	4	0	-2	0.7	2.0	0.0	/
Cc1ccc(C)c(NC(=O)CSc2nnc(CCNC(=O)OC(C)(C)C)o2)c1	-5	/	5	1	-1	/	-0.4	-0.1	0.9	-0.7
Cc1ccc(-c2cc(C(=O)O)n[nH]2)o1	3	-78	-14	0	1	/	4.1	1.5	3.9	-0.7
O=C(NCCN1CCOCC1)NC1(C(F)(F)F)Oc2ccccc2O1	0	-1	-13	-5	0	-11	4.0	2.1	-1.8	-0.6
O=C(O)c1ccc(CN(c2ccccn2)S(=O)(=O)c2ccccc2)cc1	1	24	-9	-9	3	/	3.5	2.3	-0.9	0.2
Cc1ccnc(SCC(=O)N2CCCc3ccccc32)n1	-5	-6	-11	2	0	-2	2.5	3.0	-0.1	-0.6
COc1ccc(N2C(=O)CCC2(C#N)c2ccc(Br)cc2)cc1 (stereo unspecified)	5	-13	-11	-1	0	/	3.0	-0.3	-1.0	-1.4
Cc1ccc(NC(=O)CSc2nc(=O)n(CCN(C)C)c3c2CCCC3)c(C)c1	2	/	-13	5	0	2	3.5	-1.4	0.8	-2.3
CCCCNC(=O)N1CCCC(C(=O)c2cc(C)c(OC)c(C)c2)C1 (stereo unspecified)	3	11	-1	0	-3	-1	-2.2	5.2	0.2	0.4
O=C(C1CCCN1S(=O)(=O)c1ccc(Cl)c(Cl)c1)N1CCOCC1 (stereo unspecified)	-2	11	-13	/	2	/	3.4	0.0	-1.5	-1.4
CCOC(=O)c1csc(NC(=O)c2ccc(S(=O)(=O)N(C)C)cc2)n1	-2	8	-6	-8	-2	/	0.5	0.8	0.9	-0.1
CCCn1nc(C(=O)OCn2nnc3ccccc3c2=O)c2ccccc2c1=O	-4	-13	-10	-5	-3	-1	1.5	3.0	-1.0	-2.8
O=C(COC(=O)/C=C/c1ccc(Cl)cc1)Nc1ccc2c(c1)OCCO2	8	-45	-17	4	0	1	1.0	1.3	-1.5	-0.4
Cc1cc(C)c(NC(=O)c2ccccc2C(=O)c2ccccc2)c(C)c1	-7	3	7	-3	0	-11	4.9	0.6	0.0	0.3
O=c1c2cc([N+](=O)[O-])ccc2nc(CN2CCN(c3ccccn3)CC2)n1-c1ccccc1F	3	26	-17	1	0	-1	-0.6	2.5	1.5	0.1
O=C1NCCNC1c1ccccc1 (stereo unspecified)	4	2	7	-13	0	2	2.2	/	/	0.2
O=C(/C=C\Nc1ccccc1Br)c1ccc2c(c1)OCO2	-3	4	-1	0	-13	0	3.2	-1.4	-1.1	-3.2
Cc1ccccc1-n1c(C)nnc1SC(C)C(=O)NCC1CCCO1 (stereo unspecified)	-5	-4	-16	6	-1	-2	0.3	0.1	-2.2	-0.1
COc1cc(CN2CCCC(C(=O)Nc3ccccc3Oc3cccnc3)C2)ccc1F (stereo unspecified)	4	-11	-3	-2	0	-2	4.9	-1.4	-0.4	-1.3
Cc1nc(SCC(=O)NCC2CCCO2)c2cc(-c3ccccc3)sc2n1 (stereo unspecified)	1	2	7	-1	-8	-2	1.8	-0.9	1.9	0.6
Cc1cccc(CN2CCC(C(=O)Nc3cccc(-c4cscn4)c3)CC2)n1	-15	-2	2	6	1	2	2.6	2.2	-0.9	-3.6
CCOc1ccccc1-c1cc(C(=O)N/N=C/c2ccc(O)c(OC)c2)c2ccccc2n1	-11	-16	18	2	-1	-7	2.7	2.0	-0.5	-1.2
COc1cc(/C=C2\SC(=S)N(CCC(=O)Nc3ccc(O)cc3)C2=O)cc(OC)c1OC	3	7	-8	14	-3	-3	-3.6	0.0	-1.5	-0.9
Cn1c(SCC(=O)N2c3ccccc3CCc3ccccc32)nnc1-c1cc2ccccc2cc1O	3	-3	-4	5	5	1	2.8	0.6	0.0	-0.5
CN(C)S(=O)(=O)c1ccc(NC(=O)CN2CCCC2c2ccc3c(c2)OCCCO3)cc1 (stereo unspecified)	6	4	15	3	-3	-5	1.6	1.8	0.5	0.6
CCCN1C2CCCC1CC(NC(=O)c1cc(OC)cc(OC)c1)C2 (stereo unspecified)	0	-3	-21	5	-7	0	1.8	1.4	-1.1	-0.8
